S2 tox – cell viability loss in ATXN counter-screen; S2 cells (HEK-293 line with an ATXN2-luciferase reporter) viability, CellTiter-Fluor protease fluorescence, 24 h; Potency, µM (series often up to 56.7 µM), usual class: cytotoxic; actives 0.49% (n = 400,000); AID 651635; further: potency means the concentration at half of the fitted maximal effect; nearly all actives have a fitted effect of over 40% in size
A549 viability – kills or reduces viability of A549 cells in Nrf2 counter-screen. A549 ARE-Fluc cells, CellTiter-Fluor viability, 18-24 h. Potency, µM (highest dose often 46 µM), without a hit: at the top dose activity change, negative = cytotoxicity, most hits filed as inhibitors. actives 0.16% (n = 390,000); further: potency means the concentration at half of the fitted maximal effect; on the % scale 0 is the no-effect control and ±100 the full control effect
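Cytotoxicity counterscreen: CellTiter-Fluor fluorescence was measured in A549 ARE_Fluc cells after 18-24 h of compound exposure in a concentration series. The subsequent BugLite luminescent read reports ARE-luciferase activity.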
EPAC2 agonist – EPAC2 (human) agonism. Q8WZA2. EPAC2 activation, biochemical qHTS; response scale: 100% = 6.5 mM cAMP response. Potency, µM (series often up to 154 µM), without a hit: top-dose activation, usual class: activators. actives 0.079% (n = 360,000). AID 720711; further: potency means the concentration at half of the fitted maximal effect; nearly all actives have a fitted effect of over 50% in size
Target sequence (Q8WZA2 whole entry, looked up): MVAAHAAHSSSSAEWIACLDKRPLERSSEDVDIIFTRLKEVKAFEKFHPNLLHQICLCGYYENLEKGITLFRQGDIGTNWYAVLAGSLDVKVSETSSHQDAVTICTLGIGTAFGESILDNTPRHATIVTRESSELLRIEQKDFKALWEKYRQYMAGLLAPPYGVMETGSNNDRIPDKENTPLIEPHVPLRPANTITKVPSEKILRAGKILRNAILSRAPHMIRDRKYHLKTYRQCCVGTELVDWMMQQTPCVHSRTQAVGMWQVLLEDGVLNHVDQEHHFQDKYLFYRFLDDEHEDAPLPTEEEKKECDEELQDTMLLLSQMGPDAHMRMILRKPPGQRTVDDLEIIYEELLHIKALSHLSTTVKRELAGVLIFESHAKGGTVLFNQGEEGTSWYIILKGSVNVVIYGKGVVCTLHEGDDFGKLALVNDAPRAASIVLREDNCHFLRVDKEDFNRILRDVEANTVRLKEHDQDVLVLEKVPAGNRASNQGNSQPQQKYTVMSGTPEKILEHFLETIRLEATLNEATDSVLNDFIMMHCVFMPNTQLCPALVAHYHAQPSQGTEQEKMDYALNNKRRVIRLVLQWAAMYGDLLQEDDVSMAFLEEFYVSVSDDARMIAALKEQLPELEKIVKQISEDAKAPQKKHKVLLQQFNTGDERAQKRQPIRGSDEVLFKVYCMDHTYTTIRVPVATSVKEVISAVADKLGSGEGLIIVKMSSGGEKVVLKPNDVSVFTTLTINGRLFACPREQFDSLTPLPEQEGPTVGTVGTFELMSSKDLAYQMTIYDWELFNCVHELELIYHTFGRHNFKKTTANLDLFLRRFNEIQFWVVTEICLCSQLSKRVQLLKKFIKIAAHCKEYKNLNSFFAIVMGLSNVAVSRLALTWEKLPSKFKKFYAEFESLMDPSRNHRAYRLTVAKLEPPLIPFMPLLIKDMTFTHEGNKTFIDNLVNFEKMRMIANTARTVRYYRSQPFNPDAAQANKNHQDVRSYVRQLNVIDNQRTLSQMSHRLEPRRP
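Setup: EPAC2 100 nM, labeled Rap1B complex 250 nM, free GDP 50 uM. Compound titrations pinned in, brief spin, 5 min room temperature incubation. Kinetic fluorescence read over 30 min, normalized to 6.5 mM cAMP.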
Nrf2 inh – blocks Nrf2 signaling. A549 ARE-Fluc reporter, luciferase luminescence, 18-24 h. actives 2.1% (n = 360,000). Potency, µM (highest dose often 46 µM), for inactives: top-dose activity change, negative = inhibition, hits mostly inhibitors; further: potency means the concentration at half of the fitted maximal effect; on the % scale 0 is the no-effect control and ±100 the full control effect; nearly all actives have a fitted effect of over 60% in size
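Nrf2 function is reported as luminescence of an ARE-controlled luciferase in A549 cells. Compounds were tested at several concentrations, and a CellTiter-Fluor read on the same wells flagged cytotoxicity.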
ATXN2 expr inh – ATXN2 expression inhibition; HEK-293 ATXN2-luciferase reporter, luminescence, 24 h; Potency, µM (doses to about 57 µM), without a hit: at the top dose activity change, negative = inhibition, most hits filed as inhibitors; actives 0.72% (n = 360,000); further: potency means the concentration at half of the fitted maximal effect; on the % scale 0 is the no-effect control and ±100 the full control effect; nearly all actives have a fitted effect of over 55% in size
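ATXN2-luciferase reporter cells (luciferase flanked by upstream and downstream ATXN2 gene portions) were treated 24 h at 37 °C with compounds at up to 57 uM. SteadyGlo luminescence gave expression; GF-AFC fluorescence gave viability.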
Nrf2 activator – activates Nrf2 signaling; AREc32 ARE-luciferase reporter (MCF7-derived line), luminescence, 24 h; Potency, µM (titrated, usually from 46.1 µM), without a hit: at the highest dose activation, usual class: activators; actives 0.31% (n = 410,000); AID 624171; further: potency means the concentration at half of the fitted maximal effect; % of control where 0% means no effect; nearly all actives have a fitted effect of over 65% in size
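Steps: seed AREc32_Fluc cells (1000/well, 5% FBS OPTI-MEM); incubate overnight at 37 deg C; add 23 nL compound; incubate 24 hr; add Steady-Glo; hold 30 min RT; read luminescence.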
TGFb inhibitor – blocks TGF-b signaling | Potency, µM (top dose mostly 46.1 µM), for the others: top-dose activity, negative = inhibition, most hits filed as inhibitors | AID 588855 | HepG2 CAGA-GFP TGF-b/SMAD3 reporter, GFP fluorescence, 18 h; TGF-beta stimulated, 500 pg/mL final | actives 1.2% (n = 410,000); further: potency means the concentration at half of the fitted maximal effect; on the % scale 0 is the no-effect control and ±100 the full control effect; nearly all actives have a fitted effect of over 65% in size
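HEPG2 CAGA-GFP reporter cells (1000/well, DMEM with 1% FBS) received compounds, then recombinant TGF-beta at 500 pg/mL final for 18 hours at 37 degrees C. Per-cell GFP summed per well was normalised to unstimulated and stimulated DMSO controls before curve fitting.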
HepG2 tox – counter-screen for TGF-b inhibitors: cytotoxicity in HepG2 cells; AID 588856; HepG2 CAGA-GFP viability, ATP luminescence, 18 h; actives 0.76% (n = 410,000); Potency, µM (doses to about 46.1 µM), inactives show at the top dose activity change, negative = cytotoxicity, most hits filed as cytotoxic; further: potency means the concentration at half of the fitted maximal effect; some results filed as inactive show a strong effect at the top dose
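HepG2 CAGA-GFP cells (1000/well, DMEM with 1% FBS) received compound, then TGF-beta at 500 pg/mL final, and were incubated 18 hours at 37 degrees C. Viability was read by CellTiter-Glo luminescence. Media-only wells were set as complete cell-killing and DMSO as no toxicity.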
IL2 activator – activates IL-2 in a cell-based reporter assay | IL-2 activation reporter assay, cell-based qHTS; stimulated with anti-CD3/CD4/CD28 beads; in transgenic mouse T cells | activation, % (series mostly up to about 46 µM) | actives 0.065% (n = 360,000); in the data active means activation above about 50%; inconclusive means mostly about 30% to 49%; further: 0% is about no effect
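First, unstimulated transgenic mouse T cells were exposed to compound for 60 min. Next, anti-CD3/anti-CD4-coated beads with anti-CD28 were added. Finally, after 18 h at 37 degrees C, EGFP and DsRed were imaged.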
Active calls of the source: *; i = inactive; ? = inconclusive; nt = not tested or not shown; [ ] = dose if it differs, or a comment. Unless noted, the call rests on the fitted dose curve; in most records, active means well fitted curve in the direction sought with a large enough effect; inconclusive means small, poorly fitted or top-dose-only effect, or another doubt; inactive means no such curve, though single readings can be large; an effect the other way counts as inactive or inconclusive.

SMILES	S2 tox	A549 viability	EPAC2 agonist	Nrf2 inh	ATXN2 expr inh	Nrf2 activator	TGFb inhibitor	HepG2 tox	IL2 activator
CC(=O)O[C@H]1C[C@@H]2CC[C@@H]3[C@H](CC[C@@]4(C)[C@H]3C[C@H]([N+]3(C)CCCCC3)[C@@H]4OC(C)=O)[C@@]2(C)C[C@@H]1[N+]1(C)CCCCC1	i	-1%	1%	-5%	1%	-0.9%	14%	-2%	2.1
O=C(OC(C(=O)O)C(OC(=O)c1ccccc1)C(=O)NCc1ccccc1)c1ccccc1 (stereo not drawn)	i	2%	2%	-16%	1%	0.3%	1%	4%	-1.4
COc1ccc2c(C)c(CC(=O)N3CCN(C(=O)C4COc5ccccc5O4)CC3)c(=O)oc2c1C (stereo not drawn)	i	6%	-11%	15%	-3%	-0.3%	7%	-3%	1.1
Cc1cccc(Cc2cnc(N3C(=N)SC(c4ccccc4)C3=O)s2)c1 (stereo not drawn)	?	-1%	-3%	18%	-26%	9.7%	?	-9%	3.7
O=c1[nH]cnc2sc3c(c12)CCN(Cc1ccccc1)C3	i	-2%	-8%	-14%	13%	-0.5%	13%	11%	0.3
CCOC(=O)C1=C(C)N(C)C(=O)NC1c1cc2c(cc1Br)OCO2 (stereo not drawn)	i	-1%	9%	nt	-5%	-0.4%	?	-10%	-0.4
COc1cc(NC(=O)N2CCc3nc(NCc4cccc(Oc5ccccc5)c4)ncc3C2)cc(OC)c1OC	?	nt	11%	nt	?	-0.3%	?	-28%	-1.0
COc1ccc([N+](=O)[O-])cc1NCc1cccnc1	?	-8%	11%	-23%	-24%	0.1%	-2%	6%	-2.6
COc1ccccc1/C=C/C(=O)NC(=S)NC(C)C	i	11%	-5%	-13%	27%	?	?	-21%	-0.3
CC(C)[C@H](NS(=O)(=O)c1ccc(Cl)cc1)C(=O)OCC(=O)NCCN1C(=O)CSC1=O	i	0%	-3%	-13%	-4%	0.0%	-1%	-1%	-1.9
CC(=O)N1CCN(c2ccc(NC(=O)c3ccc4c(c3)OCO4)cc2)CC1	i	0%	7%	7%	40%[activator]	0.2%	-6%	-1%	-0.1
Cc1cccc(CN2CCN([C@@H]3CS(=O)(=O)N[C@H]3COCc3ccccc3)CC2)c1	i	nt	7%	nt	-2%	-0.4%	-8%	-33%	-0.1
O=c1[nH]c(SCc2c(Cl)cccc2Cl)nc2ccccc12	i	1%	-9%	-16%	-9%	0.1%	-2%	-25%	3.3
S=C(Nc1ccc(Cl)c(Cl)c1)N1CCN(c2ccccn2)CC1	i	0%	4%	6%	5%	4.8%	-21%	7%	-0.1
Cc1cc(C)cc(NC(=O)CSc2oc(-c3cccs3)nc2S(=O)(=O)c2ccccc2)c1	i	-1%	nt	4%[9.27 µM]	4%	4.8%	-1%	-4%	nt
Fc1ccc(CSc2nnc(-c3ccccn3)o2)cc1	i	1%	3%	?	nt	0.0%	-9%	-12%	1.4
Cc1cc(C)n2c(SCC(=O)Nc3ccc(F)cc3F)nnc2n1	i	10%	4%	-11%	-11%	-0.7%	10%	13%	0.0
CCOc1ccc(/C=N/NC(=O)C(O)c2ccccc2)c(O)c1 (stereo not drawn)	i	-6%	-3%	-4%	32µM*	-0.2%	0%	-8%	-2.3
O=c1oc2ccccc2c(Nc2ccc3ccccc3c2)c1[N+](=O)[O-]	i	?	-12%	?	-3%	8.2%	0%	-33%	-2.0
Cc1ccc(-n2ncc3c2CCCC3NC(=O)CCC2=NNC(=O)CC2)cc1C (stereo not drawn)	i	-4%	-1%	8%	2%	0.1%	-2%	7%	-3.4
O=C(Cn1ncc2ccccc21)N1CCc2ccccc21	i	9%	11%	2%	-11%	-0.6%	0%	11%	-3.2
COc1cc2c(cc1NC(=O)C(C)Sc1ccc(C)cc1)oc1ccccc12 (stereo not drawn)	i	-5%	20%	?	-4%	-0.5%	-1%	-16%	-1.1
O=S(=O)(c1cccc(C(F)(F)F)c1)N1CCN(c2cnccn2)CC1	i	7%	1%	2%	-11%[11.3 µM]	-0.5%	-1%	-20%	-2.5
C/C(=N\NC(=S)Nc1cccc(C)c1)c1cc2ccccc2o1	nt	-6%	11%	-29%	9%	4.0%	-1%	-21%	-1.0
Cc1nn(-c2ccccc2)c(C)c1/C=N/NC(=O)c1cc(-c2cccs2)[nH]n1	?	?	7%	-10%	-8%	-1.1%	?	-22%	-0.2
Cc1cccc(C(=O)NC2CC(C)(C)NC(C)(C)C2)c1	i	-10%	-16%	-22%	-1%	0.3%	-1%	-32%	1.7
CCn1nnnc1SCC(=O)NC1Cc2ccccc2C1	?	15%	3%	4%	nt	-0.5%	-13%	-6%	1.2
CCC1CCCCN1S(=O)(=O)c1cc2c3c(c1)CC(=O)N3CCC2 (stereo not drawn)	nt	7%	nt	nt	nt	2.8%	10%	-2%	nt
Cc1cn(C)c(CC(=O)Nc2cccc(C#N)c2)c1C(=O)O	?	0%	nt	nt	-5%	0.1%	1%	-3%	nt
CC(Sc1cccc[n+]1[O-])C(=O)Nc1cc(Cl)c(Cl)cc1Cl (stereo not drawn)	i	0%	-3%	-2%	-21%	5.5%	-9%	-23%	-0.1
CN(C)c1ccc(NC(=O)CCCCCn2nnc3ccccc3c2=O)cc1	i	-6%	3%	4%	nt	6.5%	-2%	-1%	0.3
O=C(CCn1c(=S)[nH]c2ccccc2c1=O)NCCSCc1ccccc1	i	-17%	-4%	-25%	-19%	2.5%	5%	-26%	1.3
CCC(=O)c1ccc(OCC(=O)N(CC)CC2COc3ccccc3O2)cc1 (stereo not drawn)	i	-8%	-1%	2%	1%	-0.5%	-25%	-25%	-4.0
O=C(NC(=S)NC12CC3CC(CC(C3)C1)C2)c1ccc(F)cc1	i	4%	23%	?	23%	4.2%	-2%	-23%	-1.1
O=C(CN1C(=O)c2ccc([N+](=O)[O-])cc2C1=O)NCCC1=CCCCC1	i	10%	-6%	6%	5%	3.0%	-13%	2%	9.6
CC(=O)c1ccc(S(=O)(=O)N2CCC3(CC2)OCCO3)cc1	?	-2%	5%	-2%	nt	2.4%	-4%	-32%	1.1
O=C(Nc1ccc(C(=O)O)cc1)/C(=C\c1ccc(F)cc1)NC(=O)c1ccco1	i	2%	-1%	4%	-5%	0.3%	21%	-31%	2.2
CCOC(=O)N1CCC(NC(=O)c2oc3c(c2C)-c2[nH]ncc2CC3)CC1	i	1%	7%	-12%	-8%	0.1%	?	3%	0.8
O=C(c1ccc(Cn2c(=O)[nH]c3ccccc3c2=O)cc1)N1CCN(c2ccc(Cl)cc2)CC1	i	?	13%	?	-32%	-0.4%	?	-40%	-2.8
CC(=O)Nc1ccc(OC(=O)c2cccnc2)cc1	?	1%	1%	-9%	-1%	0.1%	-1%	-5%	0.9
COc1ccc(NC(=O)CCCN2C(=O)CN(C)C2=O)c(OC)c1	i	3%	7%	0%	nt	-1.1%	-15%	-6%	0.9
Cc1nn(Cc2ccc(C(=O)Nc3ccccc3C(F)(F)F)o2)c(C)c1Br	nt	-14%	-8%	?	nt	1.0%	?	-17%	-1.0
NC(=O)C1=C[C@H](C2CCCCC2)C[C@H](OCc2ccc(CO)cc2)O1	i	1%	7%	?	216%[activator]	5.1%	?	-25%	-0.1
COc1ccc(/C=C/c2nnc(NC(C)=O)s2)cc1	i	-4%	11%	?	-38%	-0.4%	-4%	-107%	2.7
Cn1c(N)c(C(=O)COC(=O)/C=C/c2ccc(Cl)cc2)c(=O)n(C)c1=O	?	0%	-1%	-13%	-2%	3.5%	-16%	-6%	2.3
CCn1c(SCc2nc3ccccc3c(=O)[nH]2)nnc1C(C)NC(=O)c1ccccc1 (stereo not drawn)	?	-6%	4%	-11%	-3%	-0.4%	4%	-7%	0.2
CC(CSc1nnnn1-c1ccccc1)Cn1c(N2CCN(C)CC2)nc2c1c(=O)[nH]c(=O)n2C (stereo not drawn)	i	-5%	-3%	-6%	-3%	-0.2%	?	-17%	1.3

Entries above that contain an NH in an aromatic ring:
SMILES	S2 tox	A549 viability	EPAC2 agonist	Nrf2 inh	ATXN2 expr inh	Nrf2 activator	TGFb inhibitor	HepG2 tox	IL2 activator
O=c1[nH]cnc2sc3c(c12)CCN(Cc1ccccc1)C3	i	-2%	-8%	-14%	13%	-0.5%	13%	11%	0.3
O=c1[nH]c(SCc2c(Cl)cccc2Cl)nc2ccccc12	i	1%	-9%	-16%	-9%	0.1%	-2%	-25%	3.3
Cc1nn(-c2ccccc2)c(C)c1/C=N/NC(=O)c1cc(-c2cccs2)[nH]n1	?	?	7%	-10%	-8%	-1.1%	?	-22%	-0.2
O=C(CCn1c(=S)[nH]c2ccccc2c1=O)NCCSCc1ccccc1	i	-17%	-4%	-25%	-19%	2.5%	5%	-26%	1.3
CCOC(=O)N1CCC(NC(=O)c2oc3c(c2C)-c2[nH]ncc2CC3)CC1	i	1%	7%	-12%	-8%	0.1%	?	3%	0.8
O=C(c1ccc(Cn2c(=O)[nH]c3ccccc3c2=O)cc1)N1CCN(c2ccc(Cl)cc2)CC1	i	?	13%	?	-32%	-0.4%	?	-40%	-2.8
CCn1c(SCc2nc3ccccc3c(=O)[nH]2)nnc1C(C)NC(=O)c1ccccc1 (stereo not drawn)	?	-6%	4%	-11%	-3%	-0.4%	4%	-7%	0.2
CC(CSc1nnnn1-c1ccccc1)Cn1c(N2CCN(C)CC2)nc2c1c(=O)[nH]c(=O)n2C (stereo not drawn)	i	-5%	-3%	-6%	-3%	-0.2%	?	-17%	1.3

Screening data (PubChem BioAssay)
